Screening results deposited in PubChem by several laboratories.
Salmonella PhoP GFP: PhoP-dependent GFP reporter repression – Salmonella Typhimurium, primary screen (AID 1863); S. Typhimurium PhoP-regulated promoter GFP reporter, 4 h; higher % means a stronger effect; inhibition, % at 50 µM, or IC50 in µM where a hit was titrated; 300,000 tested, 0.16% active;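 active means inhibition over 29.93%, a cutoff 3 SD above the screen mean, later confirmed by dose response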;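 further: 0% = low Mg2+ inducing control and 100% = high Mg2+ repressing control; strong numbers were not always called active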
Large T inhibition: SV40 large T antigen inhibitors, biochemical (AID 1903) | SV40 large T antigen ATPase/helicase inhibition assay; higher % means a stronger effect | inhibition, % at 20 µM, or IC50 in µM where a hit was titrated | 310,000 tested, 0.39% active; in the data active means a potency from the dose series; further: strong numbers were not always called active
HIV peptide binding: cell-free HIV fusion peptide-binding blockers – biochemical, uHTS, fluorescence dequenching, primary screen (AID 1986); cell-free peptide binding, fluorescence dequenching, 30 min; higher % means a stronger effect; inhibition, % at 20 µM, or IC50 in µM where a hit was titrated; 290,000 tested, 0.3% active; in the data active means inhibition mostly above about 52%, no sharp cut-off; inactive means mostly below about 76%; further: some results filed as inactive read as strong as hits
RSV CPE inhibition: RSV antiviral activity via CPE protection, HEp-2 cells, primary 10 µM value included (AID 2391); 310,000 tested, 0.13% active; one-dose CPE inhibition, % at 10 µM; IC50 in µM for titrated hits; HEp-2 cells, RSV-induced CPE inhibition; higher % means a stronger effect; in the data active means a potency from the dose series; further: strong numbers were not always called active
UTI89 phage lysis: inhibition of K1F phage lysis, E. coli UTI89, bacterial capsule biogenesis inhibitors, alamar blue (AID 488966). 340,000 tested, 0.02% active. inhibition, % at 100 µM; hits with a dose series show IC50 in µM. E. coli UTI89 K1F phage lysis, alamar blue, 2 h; higher % means a stronger effect;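 active means phage lysis inhibition, versus mean bacterial control, above a set limit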;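 further: capsule biogenesis inhibitors block K1F phage lysis so surviving cells raise fluorescence; higher fluorescence means more inhibition of phage lysis; actives were called in the ten point dose series up to 300 µM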
Dengue-2 NS5 capping: flavivirus cap methylation enzyme inhibition – biochemical, confirmation dose response, primary screen (AID 588689). Dengue-2 NS5 methyltransferase capping enzyme assay, biochemical; higher % means a stronger effect. inhibition, % at 25 µM; hits with a dose series show IC50 in µM. 340,000 tested, 0.3% active; in the data active means a potency from the dose series
GPR35 antagonists: inhibition of zaprinast-stimulated GPR35 beta-arrestin translocation – imaging, U2OS, beta-arrestin-GFP, zaprinast agonist, primary screen (AID 2058); 290,000 tested, 0.052% active; one-dose inhibition, % at 10 µM; IC50 in µM for titrated hits; U2OS GPR35 beta-arrestin-GFP translocation imaging, zaprinast antagonism; higher % means a stronger effect;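 active means inhibition of at least 50% with at least 30 cells and total cytoplasm GFP at most 10,000,000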
Rac1 GTP hydrolysis: MgcRacGAP GTPase-activating activity inhibitors, confirmation, biochemical, ADP Hunter fluorescence; MgcRacGAP-stimulated Rac1 GTP hydrolysis, ADP Hunter fluorescence; higher % means a stronger effect; GST-tagged Rac1 F28L mutant substrate; 340,000 tested, 0.6% active; AID 624330; inhibition, % at 30 µM; hits with a dose series show IC50 in µM;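 active means first-screen hits whose inhibition reached a set limit at any dose in the follow-up dose series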;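 further: fluorescence reports GDP produced by GAP-driven GTP hydrolysis; strong numbers were not always called active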
GPR55 LPI antagonism: inhibition of LPI-stimulated GPR55 beta-arrestin translocation – imaging, U2OS, beta-arrestin-GFP, LPI agonist, primary screen (AID 2013); U2OS GPR55 beta-arrestin-GFP translocation imaging, LPI antagonism; higher % means a stronger effect; 290,000 tested, 0.13% active; inhibition, % at 10 µM; hits with a dose series show IC50 in µM;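 active means spots per cell inhibited over 60%, with over 100 cells counted and total cytoplasm intensity under 500,000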;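 further: U2OS cells stably carrying GPR55 and arrestin-GFP stimulated by 5 µM LPI near EC80; imaged beta-arrestin-GFP aggregate spots per cell after agonist stimulation; plate controls were LPI-stimulated DMSO wells for no effect and DMSO wells without LPI for full effect; some results filed as inactive read as strong as hits; confirmed hits need IC50 under 10 µM and bright autofluorescent wells are also inconclusive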
Dengue-2 NS5 capping pilot replicate: further read-out of Dengue-2 NS5 capping, marked with its call; inhibition, %; measured here: pilot screen replicate inhibition
Starred values were filed as active, the others as inactive; · = not tested or not shown; & = joins results of further samples; [ ] = another dose, or the depositor's remark.

SMILES | Salmonella PhoP GFP | Large T inhibition | HIV peptide binding | RSV CPE inhibition | UTI89 phage lysis | Dengue-2 NS5 capping | GPR35 antagonists | Rac1 GTP hydrolysis | GPR55 LPI antagonism | others
Cn1c(Cc2cccc3ccccc23)nnc1SCC(=O)N1CCN(c2cccc(Cl)c2)CC1 | 8% | 8% | -1.7% | 1.1% | 3.5% | -11% | 7% | -2% | 13%
CCCN(C(=O)c1cccs1)c1nnc(-c2ccncc2)s1 | 0% | -1% | 3.5% | 3.8% | 1.4% | -5% | -14% | 6% | 12%
CC(=O)Cc1nsc(Nc2ccc(F)cc2)n1 | 6% | 5% | 0.0% | 3.4% | -1.0% | 0% | -13% | -6% | 8%
Cc1cc(C)nc(SCCCn2c(=O)[nH]c3ccccc32)n1 | 3% | 1% | -1.7% | 3.1% | 0.3% | 3% | 2% | 11% | · | Dengue-2 NS5 capping pilot replicate=-2.3
CCOc1ccc(S(=O)(=O)N2CCCCC2)cc1NC(=O)CN1CCCC1c1cccs1 (centres undefined) | · | · | · | 0.9% | -0.3%[50 µM] | -5% | · | 2% | ·
CCC(CC)NC(=O)c1cc(S(=O)(=O)N2CCCCC2)ccc1N1CCOCC1 | · | · | · | 2.2% | 0.3%[50 µM] | 7% | · | 5% | ·
Cc1cccc(NC(=O)CSCC(=O)OCc2ccccn2)c1 | 2% | 11% | · | 0.7% | 1.5%[50 µM] | -1% | · | 2% | ·
CSc1ncccc1C(=O)NCc1ccc(C)cc1 | -6% | 4% | -2.0% | 0.8% | 0.2% | 1% | 8% | 5% | 1%
Cc1nc2c(-c3ccccc3)c[nH]n2c(=O)c1Cc1ccccc1 | -4% | 9% | 1.3% | 4.9% | -0.1% | -5% | -9% | -2% | -1%
COn1c(SCc2ccc(C)cc2C)nc2ccccc2c1=O | 13% | -8% | 1.1% | 2.8% | 0.0% | -3% | 4% | 11% | -5%
Cc1ccc(-c2cc(N)on2)cc1 | 3% | 13% | 2.1% | 4.0% | 2.6% | -7% | -3% | 8% | 11%
O=C(O)C1CCCN1S(=O)(=O)c1cccc(S(=O)(=O)N2CCCC2C(=O)O)c1 (centres undefined) | 5% | 2% | 0.8% | 0.8% | -0.3% | 5% | 0% | 2% | 1%
CNC(=S)N/N=C/c1ccccc1OCC(=O)O | -6% | 6% | 1.0% | -0.7% | -0.2% | -10% | -12% | 9% | -1%
CC(C)CCn1c(Oc2ccc(Cl)cc2)nc2c1c(=O)n(C)c(=O)n2C | -5% | 8% | -3.6% | -0.1% | 0.1% | 4% | -8% | 2% | 1%
Cc1cnc(NC(=O)c2c(O)c3cccc4c3n(c2=O)CCC4)s1 | 23% | -2% | 0.8% | · | · | · | 1% | · | -4%
Cc1ccc(C)c(OCCSc2nnc(C)c(=O)[nH]2)c1 | -9% | 10% | 1.8% | 3.7% | -0.9% | -2% | -2% | 2% | 16%
Cc1cc(=O)oc(C)c1C(=O)Nc1ccc2ncccc2c1 | -4% | 2% | 69% | 1.6% | -0.4% | 1% | -17% | -6% | 24%
O=C(Nc1ccc(Cl)cc1)/C(=C1\CCCN1)[N+](=O)[O-] | -3% | 12% | 0.9% | 3.1% | 0.3%[50 µM] | -3% | -1% | 8% | -10%
Cc1ccc(NCc2nc3ccccc3n2C)cc1 | 3% | 3% | -2.6% | 2.6% | 1.3% | -10% | 8% | 4% | 8%
CCOC(=O)N1CCN(Cc2nnc(-c3cccc(Br)c3)o2)CC1 | -4% | 5% | -0.7% | 1.0% | 0.2% | -5% | 6% | 7% | 4%
COc1ccc(N(CC(=O)NCCSc2ccc(C)cc2)S(=O)(=O)c2ccccc2)c(OC)c1 | 15% | 7% | 1.6% | 5.2% | -0.1% | 0% | 3% | 9% | -7%
CCC(=O)NC(c1ccco1)c1cc(Cl)c2cccnc2c1O (centres undefined) | -9% | 9% | 8.6% | 0.9% | 0.3% | -4% | 8% | 4% | 0%
O=C(/C=C\c1ccco1)Oc1cccc2cccnc12 | -5% | 14% | 14% | 1.6% | 0.0% | 6% | 3% | 15% | 4%
CCSc1nnc(-c2cccnc2)n1-c1ccc(C)c(Cl)c1 | 7% | 6% | 0.9% | 1.1% | 5.5% | -4% | -8% | 11% | -1%
O=C(N/N=C/c1ccc([N+](=O)[O-])cc1)c1cnccn1 | 1% | 1% | -0.9% | 6.4% | · | · | 6% | · | -2%
C1=C(CCNCC2CC2)CCCC1 | -2% | 17% | 1.2% | 2.2% | 7.7% | -6% | 6% | 3% | 7%
O=C(Cn1nnc(-c2ccc(F)cc2)n1)Nc1ccc2c(c1)OCCO2 | 3% | 9% | 0.6% | -0.3% | 0.2% | -3% | 9% | 4% | 2%
Clc1ccc(-n2ncc3c(NCc4ccccn4)ncnc32)cc1 | 3% | 22% | 0.6% | 11% | 1.2% | -12% | 3% | 4% | -15% | Dengue-2 NS5 capping pilot replicate=3.3
Cc1ccc(CN2CC(C(=O)Nc3nnc(SCc4c(Cl)cccc4Cl)s3)CC2=O)cc1 (centres undefined) | -6% | 9% | 3.4% | 10% | 0.3% | -4% | -4% | 6% | 10%
Cc1cccc(Cn2c(SCC(=O)Nc3ccccc3)nc3c2c(=O)[nH]c(=O)n3C)c1 | -4% | 3%&14% | 4.5% | 3.6% | -1.9% | -3% | 4% | 8% | -10%
O=C(/C=C/c1ccc(Cl)c([N+](=O)[O-])c1)c1cccnc1 | -6% | 10% | -2.2% | 2.5% | 0.1% | -6% | -3% | 7% | 3%
CCC(C)NC(=O)COC(=O)c1csc2c1CCCC2 (centres undefined) | -9% | 9% | -1.6% | 2.4% | 0.6% | -10% | -12% | 4% | -14%
CN(Cc1nc2ccccc2[nH]1)Cc1nc(CC2CC2)no1 | -8% | 12% | 0.0% | 2.3% | 0.0% | 7% | 18% | 7% | 4%
COc1ccc2[nH]c(C)cc(=O)c2c1 | 5% | 3% | 0.2% | 1.9% | 1.6% | -3% | -7% | 17% | 8%
CC1CN(C(=O)/C(C#N)=C2\N=C(NC(=O)c3ccc(F)cc3)c3ccccc32)CC(C)O1 (centres undefined) | 2% | 7% | -2.1% | 1.3% | · | · | 13% | · | 11%
COc1c(Cl)ccc(Cl)c1C(=O)NC(=S)N1CCOCC1 | -6% | 17% | 1.1% | -1.5% | -0.2% | -6% | -18% | 1% | 2%
O=C(CCN1C(=O)C2C3CCC(C3)C2C1=O)Nc1ccc(Cl)cc1Cl (centres undefined) | · | · | -0.9% | · | 0.9% | -2% | -4% | 1% | 4%
CCC(=O)NC(=S)Nc1ccc(N2CCOCC2)cc1 | -12% | 9% | -1.9% | 2.6% | 14% | -1% | 11% | 4% | 19%
COc1ccc(S(=O)(=O)N2Cc3ccccc3CC2C(=O)O)cc1OC (centres undefined) | 0% | 6% | -1.6% | -0.6% | -1.9% | -4% | 10% | 4% | 10%
CCCN1C/C(=C/c2cccc([N+](=O)[O-])c2)C(=O)/C(=C/c2cccc([N+](=O)[O-])c2)C1 | 10% | 2% | -1.4% | · | -0.1% | -7% | 1% | 7% | -9%
Cc1ccc(S(=O)(=O)N2CCN(C(=O)Cc3sc(C)nc3-c3ccc(F)cc3)CC2)c(C)c1 | -3% | 14% | · | 0.7% | 1.8%[50 µM] | -8% | · | 10% | ·
CC(OC(=O)COc1ccc(Nc2ccccc2)cc1)C(=O)N(C)c1ccccc1 (centres undefined) | -4% | 18% | · | -0.4% | -0.2%[50 µM] | 4% | · | 25% | ·
COc1ccccc1S(=O)(=O)Cc1ccc(C(=O)NCCN2CCCC2)o1 | 4% | 10% | 0.1% | 0.2% | 3.4% | 5% | 5% | -3% | 5%
COc1cccc(CN(C)C(=O)c2cccc(S(=O)(=O)NCc3ccccc3)c2)c1OC | -6% | 13% | · | 6.3% | 3.1%[50 µM] | -14% | · | 3% | ·
CCOC(=O)c1[nH]c(C)c(C(=O)N2CCN(C(=O)c3ccco3)CC2)c1C | -11% | 3% | -0.4% | 1.7% | 2.0% | -1% | -6% | 12% | 9%
CN(C)CCCNC(=O)/C=C/c1ccc2c(c1)OCO2 | -22% | 12% | 2.4% | 1.5% | 0.6% | -8% | -8% | 9% | 9%
O=C(Nc1ccc(Cl)cn1)c1cccc2c(Br)cccc12 | -2% | 7% | 1.1% | 4.6% | -1.5%[50 µM] | -7% | -3% | · | -2%
COc1ccccc1N(CC(=O)N1CCN(c2ccccc2)CC1)S(=O)(=O)c1ccc(C)cc1 | 2% | 6% | -1.6% | 8.7% | 0.0% | -3% | -10% | 9% | 5%
CCOC(=O)C1C(=O)CC(O)(c2ccccc2)CC1c1ccccc1 (centres undefined) | 5% | 16% | -0.8% | 4.1% | -0.1% | -6% | -1% | 7% | 5%
CCOc1ccccc1NC(=O)NNS(=O)(=O)c1cc(C)ccc1C | 3% | 2% | -0.7% | -0.8% | 1.2% | 1% | 50% | 4% | -4%
CCOc1ccc2oc(-c3ccccc3)c(C(=O)N(C)C)c2c1 | -13% | 5% | -1.1% | -1.2% | 1.7% | -1% | 2% | 1% | -1%
CN(C)C(=O)CSc1nnc([C@H](Cc2ccccc2)NC(=O)OC(C)(C)C)o1 | 0% | 2% | -0.4% | · | 0.4% | 4% | -7% | 6% | 10%
CC1=NNC(=O)C1Cc1ccc(F)cc1 (centres undefined) | -3% | 12% | -1.6% | 2.7% | 2.1% | -2% | -4% | 9% | 4%
COc1cc2c(=O)n(CCC(=O)NCC3CCCO3)c(=O)n(CC(=O)Nc3ccc(F)cc3)c2cc1OC (centres undefined) | 0% | 9% | 1.2% | 2.1% | 1.9% | -12% | 3% | 5% | 11%
Cc1nnc(N2CCc3ccccc3C2)[nH]c1=O | -16% | 1% | 0.1% | 0.3% | -0.3% | -7% | -4% | -13% | 9%
CCOC(=O)c1nc(C)sc1-c1ccnn1S(=O)(=O)c1ccc(Cl)cc1Cl | -5% | 5% | -0.4% | -0.4% | 0.5% | -8% | 6% | 8% | -9%
COc1ccc(-n2c(O)c(C=NCC(c3ccco3)N3CCCC3)c3ccccc3c2=O)cc1OC (centres undefined) | -12% | 11% | 4.9% | -0.2% | 0.1% | -22% | -6% | 5% | 6%

Ordered by SMILES length (largest number first): 3 of the compounds above.
SMILES | Salmonella PhoP GFP | Large T inhibition | HIV peptide binding | RSV CPE inhibition | UTI89 phage lysis | Dengue-2 NS5 capping | GPR35 antagonists | Rac1 GTP hydrolysis | GPR55 LPI antagonism | others
O=C(CCN1C(=O)C2C3CCC(C3)C2C1=O)Nc1ccc(Cl)cc1Cl (centres undefined) | · | · | -0.9% | · | 0.9% | -2% | -4% | 1% | 4%
CN(C)CCCNC(=O)/C=C/c1ccc2c(c1)OCO2 | -22% | 12% | 2.4% | 1.5% | 0.6% | -8% | -8% | 9% | 9%
Cc1ccc(NCc2nc3ccccc3n2C)cc1 | 3% | 3% | -2.6% | 2.6% | 1.3% | -10% | 8% | 4% | 8%
